Pf growth 48h – P. falciparum growth inhibition at 48 hours (one generation) | Potency, µM (highest dose often 28.7 µM), inactives show at the top dose activity change, negative = inhibition, hits mostly inhibitors | hit rate 5.9% among 310,000 | P. falciparum luciferase growth in erythrocytes, 48 h; further: potency means the concentration at half of the fitted maximal effect; on the % scale 0 is the no-effect control and ±100 the full control effect
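Luminescence readout; reporter = integrated firefly luciferase in P. falciparum. RBC culture at 2% hematocrit, 0.1% parasitemia final, 37 C/5% CO2; decreased signal taken as growth inhibition.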
Pf growth 96h – inhibits malaria parasite growth, 96 h. hit rate 6.9% among 320,000. Potency, µM (top dose mostly 28.7 µM), inactives show at the top dose activity change, negative = inhibition, most hits filed as inhibitors. P. falciparum luciferase reporter growth, 96 h. AID 504834; further: potency means the concentration at half of the fitted maximal effect; on the % scale 0 is the no-effect control and ±100 the full control effect
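96 h incubation, 37 C, 5% CO2, of luciferase-reporter P. falciparum-infected RBCs (2% hematocrit, 0.05% parasitemia final) with test compounds; endpoint luminescence.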
Sm TGR inh – inhibitors of Schistosoma mansoni thioredoxin glutathione reductase; Potency, µM (doses to about 114 µM), for the others: at the highest dose activity change, negative = inhibition, hits mostly inhibitors; hit rate 3% among 360,000; purified TGR, DTNB reduction, TNB absorbance 405 nm; AID 485364; further: potency means the concentration at half of the fitted maximal effect; on the % scale 0 is the no-effect control and ±100 the full control effect; nearly all actives have a fitted effect of over 60% in size
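Kinetic colorimetric format: TGR-catalysed, NADPH-driven DTNB reduction monitored via TNB absorbance. Enzyme dispensed at 20 nM; compound exposure 15 min at room temperature before reaction start.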
CHX counter – counter-screen hit for Shiga toxin inhibitors, cycloheximide. max response, %. hit rate 12% among 300,000. AID 2314. cell reporter, cycloheximide protein synthesis inhibition counterscreen; in the data active means max response mostly above about 13%, no sharp cut-off; inactive means mostly below about 14%; further: read at 38.3 µM for the half of the compounds with a filed dose; 0% is about no effect
Shiga toxin inh – inhibitors of Shiga toxin in Vero cells; Vero cells, Shiga toxin protein synthesis inhibition reporter; inhibition, % at 38.7 µM; hit rate 9.2% among 290,000; AID 2315; in the data active means inhibition mostly above about 28%, no sharp cut-off; inactive means mostly below about 43%; further: 0% is about no effect
Giardia FBPA inh – blocks Giardia fructose-bisphosphate aldolase activity; A8B2U2; purified Giardia FBPA; Potency, µM (top dose mostly 59.6 µM), for inactives: at the highest dose activity, negative = inhibition, most hits filed as inhibitors; hit rate 0.71% among 290,000; AID 2451; further: potency means the concentration at half of the fitted maximal effect; on the % scale 0 is the no-effect control and ±100 the full control effect; nearly all actives have a fitted effect of over 55% in size
Target sequence (A8B2U2 whole entry, looked up): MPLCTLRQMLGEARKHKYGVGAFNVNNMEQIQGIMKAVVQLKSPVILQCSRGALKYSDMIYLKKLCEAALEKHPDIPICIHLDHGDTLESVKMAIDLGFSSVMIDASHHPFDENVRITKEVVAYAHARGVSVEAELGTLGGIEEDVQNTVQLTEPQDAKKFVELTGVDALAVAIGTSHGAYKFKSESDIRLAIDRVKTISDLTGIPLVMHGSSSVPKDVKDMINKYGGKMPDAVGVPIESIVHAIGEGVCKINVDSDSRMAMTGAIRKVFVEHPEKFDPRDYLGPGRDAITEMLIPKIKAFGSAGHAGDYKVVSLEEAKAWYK
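40 nM FBPA preincubated 10 min at RT with compound (up to 57.5 uM final), then substrate plus GAPDH/TPI/NAD/arsenate coupling and diaphorase/resazurin added. Fluorescence read after 20 min at RT, 525/598 nm.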
Starred values were filed as active, the others as inactive; i = inactive; ? = inconclusive; . = no result given; + = active, no number; & = joins results of further samples; [ ] = dose if it differs, or a comment. Unless noted, the call rests on the fitted dose curve; in most records, active means well fitted curve in the direction sought with a large enough effect; inconclusive means small, poorly fitted or top-dose-only effect, or another doubt; inactive means no such curve, though single readings can be large; an effect the other way counts as inactive or inconclusive. The order is random (roughly 24% active in at least one column).

SMILES	Sm TGR inh	Pf growth 48h	Shiga toxin inh	CHX counter	Giardia FBPA inh	Pf growth 96h
Cc1ccc(N=C2SC(C(=O)O)CC(=O)N2C)cc1C (configuration not stated)	8%	39%[activator]	-9	-3	3%	12µM*
COc1ccc(S(=O)(=O)N2CCCCCC2)cc1NC(=O)Cc1n[nH]c(=O)c2ccccc12	-16%	?	.	.	.	?
O=C(NC(=S)Nc1ccc(O)cc1)c1ccccc1Cl	?	99%[activator]	48	34*	-7%	-4%
CCOC(=O)[C@H]1[C@H]2COc3ccc(OC)cc3[C@@H]2N2C(=O)c3ccc(F)cc3NC(=O)[C@@]12C	-2%	?	.	.	.	?
O=C(NC(=S)NNC(=O)c1ccccc1F)c1cccnc1	3%	-19%	55*	20*	?	33%[activator]
O=C1CCC(C(=O)OCC(=O)C23CC4CC(CC(C4)C2)C3)N1 (configuration not stated)	-6%	27%	-4	-6	-1%	?
COc1ccccc1C(=O)NNC(=S)NC(=O)c1cc(OC)c(OC)c(OC)c1	-4%	-12%	-11	-2	19%	13µM*
CC1(C)Cc2c(sc3c2c(=O)n(-c2ccc(Cl)cc2)c(=O)n3CC(N)=O)CO1	-2%	?	-3	-3	0%	8%
Cc1ccc(-c2nc3ncccc3o2)cc1N	-8%	101%[activator]	62*	49*	-3%	?
N#CCc1ccc(NC(=O)c2cc(S(=O)(=O)N3CCOCC3)ccc2Cl)cc1	-8%	?	-8	-3	.	51%[activator]
Clc1cc(Cl)cc(C2=N[C@@H](Cc3ccccc3)CO2)c1	.	.	i	6	4%[89.2 µM]	.
O=Nc1c(-c2ccccc2)cc2ccccn12	-1%	4.7µM*	130*	48*	-29%	9.3µM*
Cc1nc2ccccc2c2nc(N)nn12	-16%	5%	1	11	4%	-26%
CC1CCCC(NC(=O)COC(=O)c2sc3ccccc3c2Cl)C1C (configuration not stated)	2%	-2%	1	-2	-2%	38%[activator]
O=C(CSc1nc(=O)n(CCCN2CCOCC2)c2c1CCCC2)Nc1cccc(F)c1	-9%	?	.	.	.	?
CCN(CC)C(=O)CSc1nc(O)cc(=O)n1CC	-15%	2%	-13	-2	0%	21%
Cc1ccc(-n2nnnc2-c2cccnc2)cc1	-3%	1%	-7	1	5%	21%
CC(C)OC(=O)CSc1ncnc2c1cnn2Cc1ccccc1	2%	4%	-16	-5	2%	23%
Cc1cc(C)cc(-n2ncc3c2CCCC3NC(=O)C2(C(N)=O)CC2)c1 (configuration not stated)	0%	2%	-30	12	.	1%
CN(Cc1ccccc1)S(=O)(=O)c1ccc(NC(=S)NC(=O)C2CCCCC2)cc1	6%	?	-7	-2	1%	47%[activator]
CCN1CCN(C2=C(NS(=O)(=O)c3ccc(NC(C)=O)cc3)C(=O)c3ccccc3C2=O)CC1	?	?	-2	22	.	10µM*
CC(O)c1cccc(NC(=O)Nc2cccc(NC(=O)Nc3cccc(C(C)O)c3)c2)c1 (configuration not stated)	-15%	1%[0.00184 µM]	-4	-5	-2%	?
CCS(=O)(=O)N1CCCC(C(=O)NCc2cccc(OC)c2)C1 (configuration not stated)	3%	8%	-3	-2	3%	11%
O=C(CC1C(=O)NCCN1CC1CCCCC1)NCc1ccc(Cl)cc1 (configuration not stated)	?	2%	-9	2	1%	?
CCN1C(=NCC2CC2)N[C@@H](c2cccc(C(F)(F)F)c2)C(C(=O)OC)=C1C	?	?	3&-5	-2&-4	16%&-5%	12µM*
O=C(NCc1ccccc1)C(=O)NCC(c1ccco1)N1CCOCC1 (configuration not stated)	7%	0%	-13	-3	6%	42%[activator]
O=C(CNC(=O)c1ccco1)Nc1ccncc1	-8%	3%	.	.	.	-2%
COc1ccc2c(c1)C(c1cc(OC)c(OC)c(OC)c1)CC(=O)O2 (configuration not stated)	.	.	i	8	-11%[89.2 µM]	.
CCOc1ccccc1NC(=O)COC(=O)C1CC(=O)N(c2c(C)cccc2C)C1 (configuration not stated)	2%	0%	-6	0	6%	38%[activator]
CCOC(=O)/C(C#N)=C1/C=CN(Cc2ccccc2)C=N1	0%	?	-10	-2	4%	.
COc1ccc(/C(O)=C2/C(=O)C(=O)N(c3nc(C)c(C)s3)C2c2ccco2)cc1 (configuration not stated)	?	3%	31	-1	2%	-14%
O=C(C1Cc2ccccc2CN1C(=O)c1ccccc1)N1CCN(c2ccccc2)CC1 (configuration not stated)	-13%	?	22	-3	4%	4.1µM*
O=C(CN1C(=O)c2ccccc2C1=O)Nc1ccccc1C(F)(F)F	-3%	4%	-3	-2	4%	?
Clc1ccc(Nc2nc(-c3cccs3)cs2)nc1	6%	-72%	70*	38*	-11%	.
COCCCNC(=O)CN1C(=O)CSc2ccc(S(=O)(=O)N3CCOCC3)cc21	4%&8%	0%	16	0	-4%	7%
Cc1csc(NC(=O)CSc2sc3c(O)cc(=O)[nH]c3c2C#N)n1	?	28%	18	4	?	2.1µM*
CCOc1ccc(C(C)=O)cc1CN1C(=O)NC2(CCCCCC2)C1=O	2%	2.3µM*	-3	-4	10%	4.7µM*
COc1ccc(C2NC(=O)CCC2[N+](=O)[O-])c(OC)c1OC (configuration not stated)	12%	13%	3	-2	9%	?
Cc1csc(=NC(=O)c2ccccc2)n1C	1%	.	83*	50*	5%	i
CCn1c(NC(=O)c2cccs2)c(-c2cccs2)c(=O)c2ccccc21	0%	-7%	-7	-1	2%	6%[5.75 µM]
CCN1C(=O)[C@H]2[C@@H](c3ccc(-c4ccc(OC)cc4)cc3)N[C@@](CC(C)C)(C(=O)OC)[C@H]2C1=O	?	12µM*	.	.	.	12µM*
CCNC(=S)NNC(=O)CCn1c2ccccc2c2ccccc21	12%	?	19	2	.	?
Cc1ccc(NC(=O)CNC(=O)c2sc3ccccc3c2Cl)nc1	-1%	10%	.	.	.	38%[activator]
Cn1cc(CC(=O)NCCCN2CCCC2)c2ccccc21	1%	.	25	2	?	11%
Cc1cccc(NC(=S)N(CCN(C)C)C(C)c2ccccn2)c1 (configuration not stated)	-6%	.	-16	-6	5%	-16%
CC(=O)Nc1ccc(NC(=O)C2CCCN2C(=O)NC2CCCCC2)cc1 (configuration not stated)	0%	2%	-8	-9	5%	?
O=C(O)/C=C/c1cn(-c2ccccc2)nc1-c1cc2ccccc2o1	-29%	?	43	12	-3%	?
N#C/C(=C\c1ccccc1)C(=O)Nc1cc(S(=O)(=O)N2CCOCC2)ccc1N1CCCC1	-5%	-23%	-19	-2	-3%	?
O=C(Nc1ccc(O)cc1)C1CCCN1S(=O)(=O)c1ccc(F)cc1 (configuration not stated)	1%	-4%	-5	-1	4%	8%
COC(=O)C(Cc1ccc(O)cc1)NC(=O)CCNC(=O)c1ccco1 (configuration not stated)	2%	29%	-2	-3	0%	39%[activator]
O=C(CN1CCN(CCN2C(=O)c3cccc4cccc(c34)C2=O)CC1)c1ccc(Cl)cc1	14µM*	?	-9	1	2%	?
CN(C)c1ccc(CNn2cnnc2)cc1	-7%	13%	-17	-4	-16%	?
CSC1=N/C(=C\c2ccccc2F)C(=O)S1	-9%	5%	-8	-7	-6%	?
O=S(=O)(c1ccc(NC(=S)NCCc2ccccc2)cc1)N1CCOCC1	?	-22%	-1	-1	16%	-39%
COc1ccc(CNC(=O)c2cc(-c3cccs3)on2)cc1	0%	12%	34	19*	3%	.
CS(=O)(=O)Nc1ccc(C2=NN(S(=O)(=O)c3ccc(F)cc3)C(c3ccco3)C2)cc1 (configuration not stated)	14µM*	1%	-9	3	-13%	14%
CCOC(=O)C(Cc1ccccc1)(Cc1ccccc1)C(C)=O	13%	11%[0.00184 µM]	-8	-8	2%	4%
Cc1cc(C)nc(N/N=C/c2c[nH]c3ccccc23)n1	4%	0%	50	20*	-10%	6%
O=C(CSc1ccccc1C(=O)O)NCc1ccco1	0%	41%[activator]	-5	4	0%	.
Cc1sc2c(c1C)C(=O)/C(=C\Nc1ccncc1)S(=O)(=O)N2C	19%	-2%	-16	-4	10%	81%[activator]

Given with each value named: part of the list above
Cn1cc(CC(=O)NCCCN2CCCC2)c2ccccc21
  Sm TGR inh = 1%
  Pf growth 48h = .
  Shiga toxin inh = 25
  CHX counter = 2
  Giardia FBPA inh = ?
  Pf growth 96h = 11%

Cc1cccc(NC(=S)N(CCN(C)C)C(C)c2ccccn2)c1 (configuration not stated)
  Sm TGR inh = -6%
  Pf growth 48h = .
  Shiga toxin inh = -16
  CHX counter = -6
  Giardia FBPA inh = 5%
  Pf growth 96h = -16%

CC(=O)Nc1ccc(NC(=O)C2CCCN2C(=O)NC2CCCCC2)cc1 (configuration not stated)
  Sm TGR inh = 0%
  Pf growth 48h = 2%
  Shiga toxin inh = -8
  CHX counter = -9
  Giardia FBPA inh = 5%
  Pf growth 96h = ?

Going on with the list:
SMILES	Sm TGR inh	Pf growth 48h	Shiga toxin inh	CHX counter	Giardia FBPA inh	Pf growth 96h
COc1ccc(NC(=O)CSCC(=O)Nc2ccc(S(=O)(=O)N3CCOCC3)cc2)cc1	-11%	?	.	.	.	-6%
Cc1ccc(CNC(=O)[C@@H](NC(=O)C2CCN(C(=O)[C@@H](N)CC(C)C)CC2)C(C)C)cc1	-21%	2%	-12	-4	?	-9%
COc1ccc(-c2nc(N)n(C(=O)c3ccccc3Cl)n2)cc1	-4%	12%	-2	8	-5%	39%[activator]
COc1ccc(COC(=O)c2cccc(S(=O)(=O)N3CCN(C(C)=O)CC3)c2)cc1	5%	3%	.	.	.	16%
CC[C@H](C)[C@@H](C(=O)N1CCNCC1)n1cc([C@@H](N)CC(C)C)nn1	2%	?	-12	-4	3%	?
CCCCN=C[C@]12CCC(O)CC1(O)CCC1[C@@H]2CC[C@]2(C)[C@H](C3C=CC(=O)O3)CCC12O (some centres not stated)	6%	.	-11	-7	-4%	-3%
CCOc1ccc(CN2CCN(C(=O)c3cccc4ccccc34)CC2)cc1	-24%	?	-4	-1	-28%	?
CCc1c(O)nc(SCC(=O)Nc2ccccc2)n(C(C)CC)c1=O (configuration not stated)	-12%	.	30	14	-1%	1%
CSCc1c(C(=O)Nc2ccc(N3CCOCC3)cc2)oc2ccccc12	3%	.	-8	8	-15%	-11%
Cc1nc(C)n(CC(O)COc2ccc3cc(Br)ccc3c2)n1 (configuration not stated)	-24%	11%	6	5	-9%	.
COC(=O)c1cc2c(s1)=NC=NP=2(N1CCOCC1)N1CCOCC1	11%[11.4 µM]	.	-8	-3	5%	9%
COc1ccccc1OCCCn1c(C)c(C#N)c2ccccc21	4%	0%	-6	-2	-21%	72%[activator]
CN(CC(=O)Nc1ccc(N2CCOCC2)cc1)C(=O)c1cc(S(=O)(=O)N(C)C)ccc1Cl	-10%	0%	59	0	.	39%[activator]
Cc1ccc(C)n1-c1nc(=S)[nH][nH]1	-7%	.	-11	-3	18µM*	-5%
COc1cc(O)c2c(=O)cc(-c3ccccc3)oc2c1	0%	56%[activator]	14	11*	10%&4%	25%
COc1ccc(Br)c(/C=N/NC(=O)COc2ccc(-c3ccccc3)cc2)c1	4%	?	7	-1	1%	-18%
COC(=O)N/N=C/c1cc(C)n(-c2ccccc2)c1C	-18%	15%	+	24*	-6%	-5%
COc1ccc(C(=O)N/N=C/c2ccc(SC)cc2)cc1	-19%	4%	38	19*	0%	?
N#CCC(=O)Nc1ccc(C(=O)NCC(c2ccco2)N2CCCCC2)cc1 (configuration not stated)	-8%	?	-5	-3	-2%	?
Cc1cc(C)c2c(=O)cc(C(F)(F)F)oc2n1	-2%	4%	-18	-5	2%	-17%
CCn1c(=O)c2sccc2n(Cc2cccc(C)c2)c1=O	5%	-6%	-3	10	-1%	?

Source: PubChem BioAssay (National Center for Advancing Translational Sciences (NCATS))
